Source: PubChem
FN deposition inh: fibronectin deposition inhibition; hit rate 0.086% among 350,000; AID 743247; AH1F fibroblasts, Alexa488-fibronectin deposition fluorescence, overnight; inhibition, % at 12.6 µM;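 active = mean inhibition across replicates of 30% or more, regardless of how many single replicates reach that level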;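 note: positive control wells lacked labelled fibronectin entirely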
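Material – AH1F fibroblast monolayer, labelled fibronectin deposition · Reagent – labelled fibronectin 24 nM · Timing – 1 h adhesion, overnight exposure · Measured by – fluorescence at 485 nm excitation, 525 nm emission · Read-out – inhibition of fibronectin deposition signal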
RAD54 inh: blocks human RAD54 Holliday junction branch migration. Q92698. FAM/BHQ fluorescence. inhibition, % at 10.4 µM. hit rate 0.14% among 360,000;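 active = mean normalized replicate activity at least 40 and at least half of replicates scoring 40 or more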;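 note: 0% = median of neutral control wells and 100% = median of positive control wells; inhibitors cause a drop in the FAM fluorescence signal; in these data hits start at about 50%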
Target sequence (Q92698 whole entry, looked up): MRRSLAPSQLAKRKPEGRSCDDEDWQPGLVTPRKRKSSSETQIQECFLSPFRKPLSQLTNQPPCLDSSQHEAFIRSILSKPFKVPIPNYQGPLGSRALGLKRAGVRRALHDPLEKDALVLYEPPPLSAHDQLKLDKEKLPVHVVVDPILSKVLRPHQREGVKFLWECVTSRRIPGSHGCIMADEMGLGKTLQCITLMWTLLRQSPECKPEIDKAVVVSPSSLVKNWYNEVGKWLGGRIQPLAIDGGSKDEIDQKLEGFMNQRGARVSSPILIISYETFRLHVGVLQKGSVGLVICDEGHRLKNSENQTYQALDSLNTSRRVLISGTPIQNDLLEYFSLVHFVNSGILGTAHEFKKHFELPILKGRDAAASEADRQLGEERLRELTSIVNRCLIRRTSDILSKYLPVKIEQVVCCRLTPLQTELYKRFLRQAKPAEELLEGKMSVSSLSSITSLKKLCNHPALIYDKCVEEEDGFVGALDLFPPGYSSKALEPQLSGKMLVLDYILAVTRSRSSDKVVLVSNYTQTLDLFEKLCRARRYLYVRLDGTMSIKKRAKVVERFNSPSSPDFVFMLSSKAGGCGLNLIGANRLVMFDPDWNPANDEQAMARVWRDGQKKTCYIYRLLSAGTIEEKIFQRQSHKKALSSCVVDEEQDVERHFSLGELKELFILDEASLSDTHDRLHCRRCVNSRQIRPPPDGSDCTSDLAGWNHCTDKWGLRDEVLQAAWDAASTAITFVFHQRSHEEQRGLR
RAD52 inh: blocks human RAD52 DNA annealing | inhibition, % at 18.7 µM | hit rate 0.46% among 360,000 | recombinant RAD52 DNA annealing, FRET fluorescence;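 active = every replicate showing at least 50% inhibition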
E-sel inducer: E-selectin induction on HUVECs; HUVEC E-selectin immunofluorescence imaging; normalized: neutral wells 0, TNF-alpha wells 100; hit rate 0.37% among 260,000; AID 686992; activation, % at 7.58 µM;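 active = mean E-selectin-positive cell signal at least 10% of the positive control, reached in at least 60% of replicates, without over 20% cell loss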;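 note: in these data hits start at about 27%; measured in HUVEC primary endothelial cells; signal is the percent of cells scored E-selectin positive by PE staining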
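Read-out: % PE-positive cells | Test system: HUVEC | Doses: One compound dose added by pin transfer | Buffer or medium: EGM-2 over gelatin coat | Signal: Immunofluorescence imaging | Benchmarks: TNF-alpha, DMSO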
esBAF inh: SWI/SNF esBAF complex inhibition. reporter increase, % at 12.5 µM. mouse ES cells, Bmi1-luciferase knock-in reporter, 24 h; 100% = twice the neutral-well signal. hit rate 2% among 350,000; in the data active = activation above about 40%;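 note: 0% = median of the plate's neutral control wells and 100% = double that signal; a rise in the Bmi1 reporter signal indicates esBAF inhibition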
EWS-Fli block: EWS/Fli transcriptional activity inhibition. hit rate 0.67% among 350,000. inhibition, % at 12.6 µM. AID 651661. A673 NR0B1-luciferase reporter, viability-normalised;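 active = mean inhibition of at least 50% after viability correction, with every replicate also passing that limit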;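 note: firefly luciferase signal divided by Alamar Blue viability fluorescence both relative to DMSO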
Xi reactivation: reactivates the inactive X chromosome in mouse fibroblasts | XiGFP mouse fibroblasts, % GFP-positive cells imaging, 3 d; cells co-treated with 5-aza-dC sensitizer; scaled so ellipticine positive control = 100% | activation, % at 7.58 µM | hit rate 0.055% among 360,000;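 active = mean normalized replicate activation at least 10% and every replicate at or above 10%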;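 note: 0% = median of on-plate neutral control wells and 100% = ellipticine 6 µM median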
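assay system = SV40-immortalized XiGFP fibroblast cells, line 68-5-11 | buffer or medium = DMEM plus 5-aza-dC sensitizer | doses = single-point pinned compound dosing | times = 3-day compound exposure, then 15 min fixation at room temperature | benchmarks = positive control ellipticine, 6 µM final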
S100A4 inh HTS: blocks human S100A4 binding to myosin IIA peptide | S100A4/TAMRA-MyoIIA peptide fluorescence polarization | AID 652163 | hit rate 0.14% among 360,000 | inhibition, % at 10.7 µM | P26447;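 active = mean inhibition of at least 70% across replicates, with every replicate also reaching that level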
Target sequence (P26447 whole entry, looked up): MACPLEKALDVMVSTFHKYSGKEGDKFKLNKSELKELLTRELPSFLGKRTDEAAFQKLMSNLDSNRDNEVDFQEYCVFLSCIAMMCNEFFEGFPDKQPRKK
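Material: human S100A4 monomer with TAMRA-labelled myosin IIA peptide; buffer or medium: HEPES pH 7.2 with CaCl2, KCl, NaCl, DTT, Triton; compound dosing: one concentration per compound; schedule: 5 min incubation before reading; benchmarks: neutral control DMSO, positive control TFP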
Numbers without * were called inactive; nt = no result given; & = joins results of further samples.

SMILES	FN deposition inh	RAD54 inh	RAD52 inh	E-sel inducer	esBAF inh	EWS-Fli block	Xi reactivation	S100A4 inh HTS
Cc1cc(C(=O)Nc2cccc3c2O[C@H](CN(C)C(=O)NC(C)C)[C@H](C)CN([C@@H](C)CO)C3=O)n(C)n1	5	-16	17	-0.2	1	3	-0.1	-9
CC1(C)CN(c2ccc(F)cc2)C1=O	3	nt	-10	nt	nt	8	0.0	1
C[C@@H]1CCCCO[C@@H](CN(C)Cc2ccc(C(=O)O)cc2)[C@@H](C)CN([C@H](C)CO)C(=O)c2cc(NC(=O)Nc3ccc(F)cc3)ccc2O1	nt	6	19	0.1	-1	-13	-0.2	-35
COc1ccc(-n2cnnc2SCC(=O)N(C)c2ccccc2)cc1	-1	-4	-13	-0.1	-3	3	0.0	0
O=C(O)/C(=C\c1ccco1)NC(=O)c1ccc(Br)o1	-16	2	-37	nt	-3	0	0.0	3
Fc1ccc(N2CCN(C3CCC(c4ccccc4)CC3)CC2)cc1 (configuration not stated)	4	-6	2	0.0	-7	-7	0.1	-1
COc1ccc(CN2CCOC2=O)cc1OC	1	1	-16	4.8	-2	4	0.0	1
CC(Sc1nnc(C2CC2)n1C)C(=O)Nc1ccc(N2CCOCC2)cc1 (configuration not stated)	-3	nt	3	2.6	nt	-3	0.1	0
COc1ccc(-c2cnc3c(c2)C(=O)N([C@H](C)CO)C[C@H](C)[C@H](CN(C)Cc2ccc(F)cc2)O3)cc1	nt	-5	4	nt	-2	-9	nt	2
COc1cccc(CNC(=O)c2ccc(F)c(S(=O)(=O)N3CCCCC3)c2)c1	3	-2	-17	0.0	3	8	0.9	0
COc1ccc(NC(=O)N[C@@H]2CC[C@@H](CCNS(=O)(=O)c3ccccc3F)O[C@@H]2CO)cc1	7	6	9	-0.1	7	-9	0.0	-14
CN(C)C(=O)c1ccc(-c2cc3onc(-c4ccccc4)c3c(=O)n2C)cc1	-2	-8	-5	-0.1	55*	-38	-0.6	1

SMILES	FN deposition inh	RAD54 inh	RAD52 inh	E-sel inducer	esBAF inh	EWS-Fli block	Xi reactivation	S100A4 inh HTS
O=C(C[C@@H]1C=C[C@@H](NC(=O)C2CCC2)[C@H](CO)O1)NC1CCCCC1	-6	-4	13	0.4	6	-1	0.6	2
COc1ccc(S(=O)(=O)N(C)C[C@H]2Oc3ccc(NS(=O)(=O)c4ccc(C)cc4)cc3CC(=O)N([C@H](C)CO)C[C@@H]2C)cc1	nt	-3	nt	-0.3	0	22	-1.2	nt
COc1ncnc2c1ncn2CCCNCc1ccc(C)o1	11	4	-6	0.5	-6	0	-0.1	5
COc1ccccc1N(C)S(=O)(=O)c1ccc(Cl)c(C(=O)N2CCC2)c1	-1	3	-1	nt	-1	-5	0.4	-1
COC(=O)[C@]12C[C@H](CC(=O)N3CCOCC3)C(=O)N(CCC3=CCCCC3)C1=C[C@H](COCc1ccccc1)O[C@@H]2C	1	nt	-15	-0.1	nt	6	0.4	1
CCCCC[C@H](C)N1C[C@@H](COCc2ccccc2)Oc2cc(N3CC[C@@H](N(C)C)C3)ccc2S1(=O)=O	-8	nt	-29	0.0	nt	17	0.1	-4
C[C@@H]1CN([C@H](C)CO)C(=O)c2cc(NC(=O)Nc3ccc(C(F)(F)F)cc3)ccc2O[C@H]1CN(C)S(=O)(=O)c1cccs1	-4&-6	-1	-43	0.2	-8&7	-6&7	-1.1&-0.5	2
Cc1ccccc1S(=O)(=O)N[C@H]1CC[C@H](CCn2cc(-c3ccc(F)cc3)nn2)O[C@@H]1CO	-12	1	3	-0.5	-3	-9	0.4	32
COc1ccc(Cl)cc1NC(=O)CCS(=O)(=O)c1ccc(Br)cc1	-1	6	-10	0.0	0	2	-0.1	-4
COCC(=O)Nc1ccc2c(c1)OC[C@@H](C)N(C(=O)c1cccnc1)C[C@H](C)[C@@H](OC)CN(C)C2=O	-9	-3	-12	-0.1	2	-5	0.0	1
O=C(C1COc2ccccc2O1)N1CCN(c2nc3ccc([N+](=O)[O-])cc3s2)CC1 (configuration not stated)	-12	9	-8	nt	nt	-2	0.0	57
COc1ccc2[nH]c(C(=O)NCc3ccc4c(c3)OCO4)cc2c1	3	2	-32	nt	nt	-3	0.1	9

SMILES	FN deposition inh	RAD54 inh	RAD52 inh	E-sel inducer	esBAF inh	EWS-Fli block	Xi reactivation	S100A4 inh HTS
CCOC(=O)[C@]12CCCC=C1N(Cc1cccc3ccccc13)C(=O)[C@H](CC(=O)N1CCOCC1)C2	5	nt	2	0.5	nt	-5	0.5	-4
C[C@H](CO)N1C[C@H](C)[C@@H](CN(C)C(=O)CCC(F)(F)F)OCCCC[C@H](C)Oc2ccc(NS(=O)(=O)c3cn(C)cn3)cc2C1=O	nt	-2	6	-0.1	1	5	-0.1	-14
COc1ccccc1OCC(=O)Nc1ccc(S(=O)(=O)Nc2nc(C)cc(C)n2)cc1	nt	-5	-2	nt	-8	1	nt	-6
COCC(=O)N(C)C[C@@H]1[C@@H](c2ccccc2)[C@H](CO)N1C(=O)Cc1cccnc1	-2	0	3	0.1	7	0	0.0	42
COc1cc(CNC(=O)Nc2nc(C(N)c3ccccc3)cs2)cc(OC)c1OC (configuration not stated)	6	-9	-24	-0.1	-1	-11	-0.1	4
COc1ccc(OC)c(NC(=O)CNC(=O)Cn2ccc3ccccc3c2=O)c1	-3	5	7	-0.1	0	1	-0.2	-2
COc1ccc(NC(=O)CN(C)C(=O)CCCSc2nc3ccccc3[nH]2)cc1	7	nt	5	-0.2	nt	-9	0.1	0
CC(Sc1nnc(-c2ccccc2F)n1C)C(=O)NC1CCCCC1 (configuration not stated)	1	4	-2	nt	-1	-4	0.0	-7
Cc1ccc(-n2nc3c(c2NC(=O)c2cccs2)CS(=O)(=O)C3)cc1C	nt	11	-8	-0.3	-10	nt	-0.1	-2
CCN1CCN(c2cc(C)c3cc(NC(=S)N(CC)CC)ccc3n2)CC1	3	nt	68*	-0.2	nt	7	-0.2	3
O=C1c2ccccc2[C@@H]2Cc3csc[n+]3[C@H]12	1	nt	-19	1.9	nt	6	-0.1	6
OC[C@H]1O[C@@H](c2nc(-c3ccccc3Br)no2)[C@H](O)[C@@H]1O	3	3	-10	0.0	-8	33	0.0	-4

SMILES	FN deposition inh	RAD54 inh	RAD52 inh	E-sel inducer	esBAF inh	EWS-Fli block	Xi reactivation	S100A4 inh HTS
CCc1nc(NC(=O)NS(=O)(=O)c2ccccc2C(=O)OC)nc(OC)n1	2	nt	6	2.6	nt	-8	0.0	1
CSc1ccc(CN2CCC(C)(Oc3cccc(F)c3)C2)cc1 (configuration not stated)	-1	-6	-17	-0.2	-34	5	0.1	-7
CN(C)C(=O)c1cccc(-c2cccc(-c3nc(C(=O)N4CCCCC4)cc4c3[C@H](CCO)N([S@@](=O)C(C)(C)C)C4)c2)c1	6	3	-46	0.9	4	2	0.2	-84
COc1cc(CC(=O)OCC(=O)NCc2ccc(C)cc2)cc(OC)c1OC	1	-6	-2	-1.8	-7	7	-0.1	-19
CCNC(=S)N1CCC(C(O)(c2ccccc2)c2ccccc2)CC1	1	nt	-16	nt	nt	6	0.4	2
C[C@@H]1CN([C@@H](C)CO)C(=O)c2cc(C#CC3(O)CCCC3)cnc2O[C@H]1CN(C)S(=O)(=O)c1ccc(F)cc1	nt	-4	-7	0.2	-2	-2	0.2	2
CC12CCC(CC1=O)C2(C)C (configuration not stated)	nt	-2	2	nt	-4	-2	nt	1
Cc1nc(SCC(=O)NCC2CCCO2)c2c3c(sc2n1)CCCC3 (configuration not stated)	-5	5	4	-0.1	nt	8	0.0	-5
O=C(O)c1cccc(-n2c(/C=C/c3cccc([N+](=O)[O-])c3)nc3ccccc3c2=O)c1	nt	4	-5	nt	-9	1	0.4	-3
O=C(CC[C@H]1O[C@@H](n2ccc(=O)[nH]c2=O)[C@H](O)[C@@H]1O)N[C@H](Cc1ccccc1)C(=O)NCC1CCCCC1	-2	-15	-6	-1.4	4	-7	nt	-4
CCc1ccc(CNC(=O)CC2C(=O)NCCN2Cc2ccccc2F)nc1 (configuration not stated)	12	1	-34	nt	-3	13	0.1	-1
COc1ccc(NC(=O)COC(=O)C2CC(=O)N(c3ccc(C)cc3)C2)cc1 (configuration not stated)	-6	-13	0	nt	1	-6	0.0	2

SMILES	FN deposition inh	RAD54 inh	RAD52 inh	E-sel inducer	esBAF inh	EWS-Fli block	Xi reactivation	S100A4 inh HTS
COc1ccc(C(=O)N2CCN(C3CCCCC3)CC2)cc1OC	2	2	-14	nt	7	-1	0.0	0
CC1CCCCC1NC(=O)C1CCC(CNS(=O)(=O)c2ccc3c(c2)C(C)(C)C(=O)N3C)CC1 (configuration not stated)	6	2	-7	0.1	3	9	0.0	5
COc1ccc(-c2ccc([C@@H]3[C@@H](CO)N(C(=O)C4CCOCC4)[C@H]3C#N)cc2)cc1	-2	-9	-31	0.5	2	-6	-0.1	-8
CCc1nnc(NC(=O)CCC(=O)N2CCN(Cc3ccc(F)cc3)CC2)s1	-1	10	-13	nt	-3	1	0.2	-8
N#CC1=C(N)Oc2cc(N)ccc2C1c1ccc(F)cc1F (configuration not stated)	4	-5	-51	nt	-2	8	0.0	-9
COc1ccc2nc(C)[nH]c(=O)c2c1	nt	-16	-9	nt	-2	nt	nt	2
Cc1cccc2cc(C#N)c(NCCCNS(=O)(=O)c3ccc(Cl)cc3)nc12	13	2	-69	0.0	nt	0	0.1	-5
O=C(NC1CCCCC1)C(c1cccs1)N(CC1CCCO1)C(=O)c1csnn1 (configuration not stated)	9	0	nt	-1.0	5	nt	nt	nt
C[C@@H](NC(=O)C[C@H]1CC[C@@H](NC(=O)C2CCOCC2)[C@H](CO)O1)c1ccccc1	-8	-2	-1	-0.1	-2	-2	0.0	-4
C[C@@H]1CCCCO[C@H](CN(C)C(=O)Nc2cccc3ccccc23)[C@H](C)CN([C@@H](C)CO)C(=O)c2cc(NC(=O)Cc3ccccc3)ccc2O1	nt	1	-4	0.2	20	4	-0.4	-3
C/C(=N\NC(=O)c1nnn(-c2nonc2N)c1CN1CCC(C)CC1)c1cccc(Br)c1	7	9	3	nt	-4	nt	0.0	8
COc1ccc2c3c([nH]c2c1)[C@@H](CO)N(C(=O)Nc1c(C)noc1C)CC31CCN(CC2CCCC2)CC1	3	nt	9	0.1	nt	-2	0.0	3
CCOC(=O)c1c(C)[nH]c(C)c1C(=O)COC(=O)c1sccc1C	3	6	-15	nt	-3	-17	0.0	-1
Brc1ccc(OCCN2CCOCC2)cc1	-6	-20	-5	2.9	4	-9	0.0	-4
CC(=O)Oc1c(I)cc(I)cc1C(=O)Nc1ccc(Cl)cc1	0	9	2	-0.2	6	nt	0.1	1

Some of the entries so far, with two lines to a compound:
Order of values – FN deposition inh	RAD54 inh	RAD52 inh	E-sel inducer	esBAF inh	EWS-Fli block	Xi reactivation	S100A4 inh HTS
CN(C)C(=O)c1ccc(-c2cc3onc(-c4ccccc4)c3c(=O)n2C)cc1
→ -2	-8	-5	-0.1	55*	-38	-0.6	1
O=C(C[C@@H]1C=C[C@@H](NC(=O)C2CCC2)[C@H](CO)O1)NC1CCCCC1
→ -6	-4	13	0.4	6	-1	0.6	2
